# TAAR1 agonist: human TAAR1 agonists, primary screen, Fluo-8 calcium fluorescence, CHO RD-HGA16 cells; vehicle wells 0%, saturating PEA agonist 100%; activation, % at 3 µM; 0.99% of 360,000 active;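 active = activation above the mean activation of all test compounds in the run plus 3 SD, cut at about 38% in these data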
# Target sequence (Q96RJ0 whole entry, looked up): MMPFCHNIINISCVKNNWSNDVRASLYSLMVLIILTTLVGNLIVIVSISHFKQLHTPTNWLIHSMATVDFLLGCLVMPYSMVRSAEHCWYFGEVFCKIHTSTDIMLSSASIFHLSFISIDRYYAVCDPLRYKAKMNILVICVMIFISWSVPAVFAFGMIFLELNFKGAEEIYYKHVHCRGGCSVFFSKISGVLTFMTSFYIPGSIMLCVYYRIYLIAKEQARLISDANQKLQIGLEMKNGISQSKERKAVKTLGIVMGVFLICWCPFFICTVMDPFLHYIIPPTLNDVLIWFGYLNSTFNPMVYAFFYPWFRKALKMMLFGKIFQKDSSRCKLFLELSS
#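 Test system: RD-HGA16 (CHO) cells co-expressing Gα16 and hTAAR1; dosing: one-point dosing at 3 µM (nominal); timing: 17-24 h seeding, 75 min 37 °C dye, 30 min RT; signal: kinetic Fluo-8 calcium fluorescence; read-out basis: % activation relative to PEA EC100 response; controls: DMSO and PEA EC100; replicates: n 1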
# M1 PAM parental: nonselective calcium activators in parental CHO-K1 cells, primary screen, counter-screen for M1 PAM project, cell-based, Fluo-8 calcium fluorescence, full deck, 1536-well. 0.02% of 360,000 active. ATP EC20; 0% at ATP EC20, 100% at ATP max. activation, % at 3 µM;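 active = activation above the run cutoff, the mean activation of all test compounds plus 3 SD, cut at about 40% in these data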;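 note: peak over basal fluorescence ratio in a 140 s read after ATP addition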
# TAAR1 antag: human TAAR1 antagonists, primary screen, Fluo-8 calcium fluorescence, CHO RD-HGA16 cells | Trace amine-associated receptor 1 (Homo sapiens), Q96RJ0 | antagonist | inhibition, % at 3 µM | 1.5% of 360,000 active;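 active = inhibition above a per-plate cutoff, the mean inhibition of test compounds on that plate plus 3 SD, cut at about 49% in these data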;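 note: 0% = DMSO plus EC80 beta-PEA response and 100% = DMSO alone without agonist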
#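 Assay system: RD-HGA16 CHO cells with stable hTAAR1 and Gα16 / Reagent: EC80 β-phenethylamine stimulus / Doses: 3 µM, single point / Timing: dye loading 75 min at 37 °C, then 30 min room temperature / Measured by: Fluo-8 intracellular calcium dye fluorescence, real-time kinetic reads / Controls: vehicle wells and EC80 agonist wells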
# M1 antag: human M1 muscarinic receptor antagonists, primary screen, CHO-K1 cells, Fluo-8 calcium fluorescence, 1536-well; CHO-K1 hM1, ACh EC80 antagonist; inhibition, % at 3 µM; 1.3% of 360,000 active; AID 588852, 2011;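 active = percent inhibition above its own plate's cutoff, namely the mean of that plate's compound wells plus 3 SD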;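 note: peak over basal fluorescence ratio during 140 s after agonist addition; 0% = ACh EC80 plus DMSO and 100% = DMSO alone without agonist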
# Target sequence (P11229 whole entry, looked up): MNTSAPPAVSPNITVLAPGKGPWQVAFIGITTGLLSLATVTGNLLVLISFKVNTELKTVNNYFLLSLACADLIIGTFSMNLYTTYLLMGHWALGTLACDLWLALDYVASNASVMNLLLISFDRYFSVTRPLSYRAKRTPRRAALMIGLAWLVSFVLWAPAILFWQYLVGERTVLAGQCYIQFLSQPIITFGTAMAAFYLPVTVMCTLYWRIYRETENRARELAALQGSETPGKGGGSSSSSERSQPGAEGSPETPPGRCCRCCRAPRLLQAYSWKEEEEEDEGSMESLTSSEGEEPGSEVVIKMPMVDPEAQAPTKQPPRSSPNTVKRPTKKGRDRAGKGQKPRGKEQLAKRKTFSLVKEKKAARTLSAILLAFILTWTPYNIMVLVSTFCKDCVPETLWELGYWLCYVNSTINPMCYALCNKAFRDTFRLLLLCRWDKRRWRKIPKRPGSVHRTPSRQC
# CHO parental Ca: ATP-evoked calcium signal inhibitors, parental CHO, primary screen, counter-screen for OX1R antagonist project, cell-based, fluorescence, Fluo-8 calcium dye; parental CHO-K1, ATP-induced calcium, Fluo-8 fluorescence; inhibition, % at 5.6 µM; 0.63% of 330,000 active; AID 463079, 2010;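 active = inhibition above that plate's mean sample inhibition plus 3 SD, cut at about 26% in these data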;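 note: 0% = ATP-challenged DMSO wells and 100% = DMSO wells without ATP; some compounds past the cut are filed as inactive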
#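 material = parental CHO cells | also added = ATP as calcium-mobilizing challenge | dosing = single point at 5.6 µM | detection = intracellular calcium via Fluo-8 no-wash fluorescent dye | read-out = % inhibition | benchmarks = low control ATP plus DMSO, high control DMSO only | repeats = one well per compound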
# CHRM1 PAM: human M1 muscarinic receptor positive allosteric modulators, primary screen, CHO-K1 cells, Fluo-8 calcium fluorescence, 1536-well | AID 588819, 2011 | activation, % at 3 µM | CHO-K1 hM1, ACh EC20; 0% = ACh EC20, 100% = maximal ACh | 0.088% of 360,000 active | Muscarinic acetylcholine receptor M1 (Homo sapiens), P11229; in the data active = activation above about 19%, passing the limit was not always enough
# M1 ag: human M1 muscarinic receptor agonists, primary screen, Fluo-8 calcium fluorescence, CHO-K1 cells, HTS; Muscarinic acetylcholine receptor M1 (Homo sapiens), P11229; CHO-K1 hM1, agonist mode; 0% DMSO, 100% acetylcholine EC100; activation, % at 3 µM; 0.33% of 360,000 active;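 active = activation above the run's mean compound activation plus 3 SD, cut at about 16% in these data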;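 note: peak over basal fluorescence ratio within a 140 s kinetic read after compound addition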
# M1 ag parental: counter-screen for M1 agonists: effect in parental CHO-K1 cells; 0.48% of 360,000 active; Fluo-8 calcium fluorescence; scaled to maximal ATP response, vehicle zero; activation, % at 3 µM; in the data active = activation above about 15%;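 note: untransfected CHO-K1 host cells lacking M1 receptor as counterscreen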
# CHO-K1 Ca antag: M1 antagonist counterscreen hit in parental CHO-K1 cells. inhibition, % at 3 µM. 0.6% of 360,000 active. ATP-induced calcium, Fluo-8 fluorescence;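 active = inhibition above a per-plate cutoff, the plate's mean sample inhibition plus 3 SD, cut at about 24% in these data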;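 note: 0% = DMSO plus EC80 ATP and 100% = DMSO alone without ATP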
# An asterisk follows results filed as active; . = not tested or not shown.
SMILES,TAAR1 agonist,M1 PAM parental,TAAR1 antag,M1 antag,CHO parental Ca,CHRM1 PAM,M1 ag,M1 ag parental,CHO-K1 Ca antag
CCC(C)NC(=O)c1ccc(CSCc2ccc(Cl)cc2)o1 (stereo not given),2.8,-8.3,-9.0,-4.8,-24.7,-1.5,-5.8,1.3,-6.6
CCc1nn(-c2ccccc2)c(=S)c2ccccc12,-3.0,19.0,-31.3,-3.6,-4.7,1.4,-9.9,-0.6,-2.7
COc1ccc(C2=NO[C@@H]3C(=O)N(c4c(C)cccc4C)C(=O)[C@H]23)cc1OC,8.8,0.4,2.7,-0.5,-14.3,-2.7,-1.0,0.7,-6.3
COc1ccc(-n2c(N)c(-c3nc4ccccc4n3C)sc2=S)cc1,7.4,6.3,24.1,-10.7,8.2,8.5,-3.9,0.8,-2.5
O=[N+]([O-])c1ccc(-c2nn(-c3ccccc3)cc2/C=N/n2c(-c3cccs3)n[nH]c2=S)cc1,-0.5,5.5,-0.6,0.7,-11.1,7.6,0.1,-0.2,-5.9
Cc1cc(C)c(C#N)c(SCC(=O)c2cccs2)n1,11.2,10.2,5.2,-4.8,-14.3,-0.2,-6.4,-0.1,5.3
N#CC1=C(N)C(C#N)(C#N)C(c2cccnc2)C2CN(C(=O)OCc3ccccc3)CC=C12 (stereo not given),6.6,14.2,5.3,-7.9,-26.6,8.3,-1.2,-0.4,-3.6
CC1CC2OC2CC1COC(=O)C1CC2OC2CC1C (stereo not given),1.9,4.7,-8.2,-11.2,.,5.5,-1.4,-0.4,8.6
CCCn1c(=O)c(C(=O)NCC2CCCO2)c(O)c2ccccc21 (stereo not given),17.0,19.8,-12.4,-11.1,1.6,8.7,-5.9,0.7,-26.3
O=C1C2C(C(=O)N1/N=C/c1ccco1)C1C=CC2C12CC2 (stereo not given),0.6,-12.4,-10.7,-10.6,-15.0,-5.3,-4.6,-0.1,-15.5
O=C(CN(C(=O)CNC(=O)c1ccco1)c1ccc2c(c1)OCCO2)NC1CCCC1,1.3,25.1,14.1,-1.8,-4.3,10.1,-6.2,1.3,-9.2
O=C(CNC(=S)N(CCCN1CCOCC1)Cc1cccs1)N1CCOCC1,-0.5,10.1,-7.0,-0.5,-4.8,4.9,-8.9,-0.3,-4.1
O=C(CCSc1ccc(Cl)cc1)N1CCN(c2ccc(O)cc2)CC1,2.2,-4.5,-8.7,-5.7,-6.8,6.6,1.8,3.6,4.2
CN(C)CCCNCCCNC(=O)c1ccccn1,1.1,13.8,0.4,-30.9,-2.5,6.1,-2.1,0.6,0.1
O=C(NNC(=O)c1cccs1)c1ccc(Br)cc1,-0.3,-2.3,6.8,-3.9,4.4,5.6,-4.1,0.2,-3.6
CCSc1nnc2c(n1)OC=Nc1ccc(Br)cc1-2,5.7,-0.4,2.5,-13.2,-10.2,2.1,-3.9,-0.6,3.1
Cc1ccc(CNC(=O)c2cc3c(s2)CS(=O)(=O)C3)cc1,2.1,-5.1,-9.4,-15.9,-7.5,10.7,-2.0,0.2,-8.1
Cc1ccc(-c2nc(C3CCN(S(=O)(=O)c4ccc(C(C)(C)C)cc4)CC3)no2)cc1,0.5,31.1,5.8,-3.8,-5.5,3.6,2.1,1.1,-6.7
COc1cccc(-c2cc(C(=O)O)[nH]n2)c1,1.3,17.4,1.9,-7.5,4.7,9.9,-2.6,1.6,-5.1
COc1ccc(C(C)=O)cc1COC(=O)c1cc(C)nc2ccccc12,6.7,22.1,34.1,0.8,-32.2,-5.2,-11.2,7.2,-12.9
Cc1nc(C)c(CCNC(=O)c2ccc(C(F)(F)F)cc2)s1,4.2,19.9,-3.0,-4.4,-5.2,12.2,-5.2,0.3,-14.1
Cc1onc(C(=O)NN)c1C(=O)Nc1ncc(C(F)(F)F)cc1Cl,-0.6,0.8,10.2,-8.7,-18.1,5.6,-4.8,-0.1,2.8
CC1Cc2ccccc2N1CC(=O)NC(=O)NCc1ccco1 (stereo not given),1.3,15.0,7.7,-6.2,-5.7,8.7,-2.0,0.3,-7.0
COC1=C(C)C(=O)C2=C(C1=O)C1C3CC4=C(C(=O)C(OC)=C(C)C4=O)C(CNC(=O)C(C)=O)N3C(C#N)C(C2)N1C (stereo not given),3.2,-10.7,1.2,-8.6,.,3.8,-0.2,0.7,0.0
Cc1ccc2c(c1)nnn2C1CCN(S(C)(=O)=O)CC1,7.4,-5.9,0.5,1.7,-8.0,8.9,0.2,-0.4,23.9*

# Ordered by number of heavy atoms (high to low): some entries from above
SMILES,TAAR1 agonist,M1 PAM parental,TAAR1 antag,M1 antag,CHO parental Ca,CHRM1 PAM,M1 ag,M1 ag parental,CHO-K1 Ca antag
COc1ccc(C(C)=O)cc1COC(=O)c1cc(C)nc2ccccc12,6.7,22.1,34.1,0.8,-32.2,-5.2,-11.2,7.2,-12.9
CCCn1c(=O)c(C(=O)NCC2CCCO2)c(O)c2ccccc21 (stereo not given),17.0,19.8,-12.4,-11.1,1.6,8.7,-5.9,0.7,-26.3
Cc1nc(C)c(CCNC(=O)c2ccc(C(F)(F)F)cc2)s1,4.2,19.9,-3.0,-4.4,-5.2,12.2,-5.2,0.3,-14.1
COc1cccc(-c2cc(C(=O)O)[nH]n2)c1,1.3,17.4,1.9,-7.5,4.7,9.9,-2.6,1.6,-5.1

# Further entries
SMILES,TAAR1 agonist,M1 PAM parental,TAAR1 antag,M1 antag,CHO parental Ca,CHRM1 PAM,M1 ag,M1 ag parental,CHO-K1 Ca antag
CCCn1c(-c2cccc([N+](=O)[O-])c2)nc2c1c(=O)[nH]c(=O)n2Cc1ccccc1,3.1,22.0,-20.0,-18.6,-16.9,8.7,-7.1,3.5,-7.8
COc1cc(C2C(Oc3ccccc3C)C(=O)N2Cc2ccc(F)cc2)cc(OC)c1OC (stereo not given),-2.6,11.9,13.1,-6.2,-26.1,3.0,-6.6,-0.8,-6.9
C[N+](=O)C1C(=O)Nc2ccccc21 (stereo not given),8.2,16.0,-19.2,.,.,.,.,1.6,-17.1
Cc1csc(NC(=O)c2ccc(S(=O)(=O)N3CCN(C)CC3)cc2)n1,0.2,14.8,2.9,-9.4,-1.6,3.0,-2.2,1.9,-16.3
O=C(COc1ccc2ccccc2c1)Nc1ccc(S(=O)(=O)N2CCCCCC2)cc1,5.6,9.1,30.6,20.9,12.5,-4.9,-1.8,1.6,13.0
CN1CCN(C(=O)c2cnn(-c3ccccc3)c2NC(=O)c2cccs2)CC1,4.7,26.2,18.6,-5.7,-3.1,6.6,-6.5,0.6,-15.5
O=C(NCC1CCCO1)c1cc2n(n1)C(C(F)(F)F)CC(c1ccc(Br)cc1)N2 (stereo not given),31.3,22.9,31.8,-9.5,-29.6,8.3,-5.8,0.8,-13.2
COc1ccccc1OCCNC(=O)C1CC(=O)N(c2cccc(SC)c2)C1 (stereo not given),4.4,-5.1,-27.2,-16.4,-19.8,9.0,-1.4,0.0,1.8
CCN(CC)CCN(C(=O)C1=COCCO1)c1nc2c(OC)ccc(OC)c2s1,0.4,1.7,1.1,-4.0,-15.6,2.7,-4.5,1.4,-3.1
Cc1ccc(-c2nc3ccc(Br)cn3c2Cc2cccc(Cl)c2)cc1,2.5,4.4,1.6,-10.3,.,-7.2,-4.1,1.0,-7.6
COc1ccc(N(C)C(=O)c2ccc3c(c2)nnn3C)cc1,2.4,5.5,-20.1,0.2,3.4,2.3,-5.4,0.9,-17.7
O=C(Nc1ccc(F)cc1)N1CCCN(c2nccc(C(F)(F)F)n2)CC1,0.2,0.7,-17.0,-4.6,-9.1,1.5,-2.0,3.0,2.4
O=[N+]([O-])c1ccccc1S(=O)(=O)N1CCN(Cc2ccccc2)CC1,1.3,-1.2,1.3,-3.7,13.0,-1.1,-5.7,1.3,-6.9
CCc1nc2ccc(C(=O)NCCCN3CCCC3=O)cn2c1N(CC)Cc1cccc(Br)c1,2.2,9.8,-31.0,2.0,.,-5.7,-7.6,0.1,-6.1
O=C(Nc1ccc(Cl)c(Cl)c1)Nc1ccc(Br)cc1F,16.0,1.1,-19.6,27.9,35.5*,-19.1,-0.2,11.0,27.5*
Cc1ccc(C)c(N2CCN(S(=O)(=O)c3c(C)noc3/C=C/N(C)C)CC2)c1,-0.4,23.4,-3.9,-24.2,6.5,1.9,-1.6,0.5,-16.4
COc1cccc(CN(C)C(=O)CC2C(=O)NCCN2C2Cc3ccccc3C2)c1 (stereo not given),29.1,-12.6,-25.6,2.1,-16.3,-2.4,1.6,0.5,11.4
O=C(O)c1cccc(-n2cccc2/C=C2/SC(=O)N(CC(=O)N3CCCC3)C2=O)c1,-4.8,3.4,11.4,4.1,3.0,-2.4,-1.8,-0.4,-3.3
CCOC(=O)C1CCN(S(=O)(=O)c2ccc3c(c2)N(C(C)=O)CCO3)CC1,-0.1,12.9,-4.6,-6.8,0.2,6.9,2.0,6.2,1.0
CCC1(CC)C(=O)N(C)C(=O)NC1=NCc1ccccc1,4.4,21.1,-3.4,-9.5,10.8,6.5,-4.6,1.6,-16.4
N#CNC(=Nc1cccc(C(F)(F)F)c1)SCc1ccc(C(=O)O)cc1,0.1,10.9,-10.4,-6.4,-10.9,1.4,-2.4,0.2,-14.2
CCOC(=O)C1(Cc2cccc(OC)c2)CCN(Cc2cnc(C)s2)CC1,9.5,4.4,24.4,-2.5,-17.1,6.1,-7.0,0.6,9.1
CCOC(=O)C(Sc1nnc2c3ccccc3n(CC)c2n1)C(=O)OCC,15.8,9.2,1.3,-7.7,-19.7,2.1,-5.3,2.1,-22.4
COCCN(CC1CCCN(C2Cc3ccccc3C2)C1)C(=O)CSC (stereo not given),22.7,5.5,-13.5,-3.1,-11.6,-0.3,-8.4,-0.2,2.4
COc1cc(Cn2c3ccc(NC(=O)CC(C)(C)C)cc3c(=O)n2C)ccc1F,3.3,18.8,-6.3,-4.4,.,3.7,-1.6,4.0,-3.4
O=C(NCCN1CCCC1)C1CCC(=O)N(CCCN2CCOCC2)C1 (stereo not given),0.4,1.0,-27.1,-0.1,-8.0,-0.2,-3.1,1.2,-2.2
Cn1cc(/C=C2\SC(=O)N(c3ccccc3)C2=O)c2ccccc21,3.7,-7.4,-12.7,-1.7,-6.0,2.0,0.4,0.5,-0.8
O=C(Nc1ccc(F)cc1)c1ccc(-n2ccnc2)nc1,2.8,13.0,7.9,-0.7,5.0,-1.1,-3.4,1.0,-5.2
O=C(Cn1ccc2ccccc2c1=O)NCCC(=O)Nc1ccc(F)cc1F,-0.1,-2.7,-21.4,4.7,-9.1,-6.8,-4.2,-0.2,-4.5
CCOc1ccc(CC(=O)NNC(=S)Nc2ccc(OC)c(OC)c2)cc1,0.6,-5.0,19.6,-6.6,-9.9,10.3,-4.2,-0.2,-11.3

# Compound activity as filed in PubChem BioAssay.
